# Assay outcomes from PubChem.
# SUMO1-SIM PPI: SUMO1-SIM interaction modulation; SUMO1 binding to a labelled peptide, TR-FRET, 1 h; P63165; inhibition, % at 20 µM; 0.33% of 360,000 active; AID 602429; in the data active means inhibition above about 37%
# NadD block: NadD (S. aureus) enzyme inhibition | AID 602399 | purified NadD enzyme, colorimetric absorbance read-out | inhibition, % at 20 µM | 0.78% of 360,000 active; in the data active means inhibition above about 26%; further: some compounds past the cut are filed as inactive
# MsrA inhibitor: inhibitors of bovine MsrA | purified bovine MsrA, absorbance read-out | inhibition, % at 15.5 µM | AID 651718 | 0.75% of 360,000 active; in the data active means inhibition above about 4.5%;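 further: 0% = vehicle wells with enzyme and 100% = reference inhibitor wells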
# Scp1 inh: inhibitors of human Scp-1 phosphatase. Q9GZU7. Recombinant Scp1, phosphopeptide, malachite green phosphate absorbance. inhibition, % at 20 µM. 0.88% of 340,000 active. AID 493091;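 active means inhibition above about 50% at 20 µM, limit read from the data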;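 further: plate controls were DMSO wells with enzyme for no effect and wells lacking enzyme for full effect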
#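 Times: enzyme reaction 45 min at room temperature, colour 5 min, stabilisation 30 min. Material: SCP-1 catalytic fragment, aa 76-261. Medium: Acidic Tris acetate buffer with magnesium and detergent. Signal: colorimetric free-phosphate detection, absorbance 630 nm. Read-out basis: % inhibition of SCP-1 phosphate liberation. Reagent: Phosphorylated 17-residue peptide substrate.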
# Rpn11 inh: Rpn11 (human) deubiquitinase inhibition. O00487. human 26S proteasome, Ub4-pepOG fluorescence polarization; 20S core pre-blocked with epoxomicin. calls only at 20 µM. 0.59% of 360,000 active;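 active means inhibition at 20 µM, scaled to each plate's controls, above about 33%, limit read from the data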
# STEP block: STEP (human) phosphatase inhibition | P54829 | recombinant STEP, OMFP fluorogenic substrate, fluorescence | inhibition, % at 20 µM | 0.25% of 360,000 active;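 active means inhibition at 20 µM, scaled per plate between control wells, above about 37%, limit read from the data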;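 further: 0% = DMSO with enzyme and substrate and 100% = substrate only without enzyme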
# Target sequence (P54829 whole entry, looked up): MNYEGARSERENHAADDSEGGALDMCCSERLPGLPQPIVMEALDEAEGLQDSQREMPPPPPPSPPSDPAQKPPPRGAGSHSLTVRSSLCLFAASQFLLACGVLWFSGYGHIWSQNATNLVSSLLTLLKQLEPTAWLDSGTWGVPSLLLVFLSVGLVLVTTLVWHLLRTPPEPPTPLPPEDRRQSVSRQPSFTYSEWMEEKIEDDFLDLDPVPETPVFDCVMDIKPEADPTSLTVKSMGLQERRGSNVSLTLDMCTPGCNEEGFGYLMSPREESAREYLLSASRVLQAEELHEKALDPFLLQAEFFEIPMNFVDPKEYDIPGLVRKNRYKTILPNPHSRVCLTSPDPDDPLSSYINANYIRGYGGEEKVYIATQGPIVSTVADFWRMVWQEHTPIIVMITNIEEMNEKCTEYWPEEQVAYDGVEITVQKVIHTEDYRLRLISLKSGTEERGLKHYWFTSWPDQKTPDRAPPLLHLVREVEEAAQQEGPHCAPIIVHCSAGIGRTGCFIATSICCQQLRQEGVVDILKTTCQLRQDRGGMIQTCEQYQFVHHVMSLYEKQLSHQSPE
#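 Assay system: isolated STEP enzyme / Timing: 20 min at room temperature, dark / Doses: 20 µM, 1% DMSO / Technique: fluorescence intensity, excitation 480 nm, emission 540 nm / Reagent: fluorogenic phosphatase substrate OMFP at 25 µM final / Measure: percent inhibition scaled to no-enzyme and uninhibited-enzyme controls, plate-pattern corrected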
# Tb MetRS inh: blocks T. brucei methionyl-tRNA synthetase activity. purified T. brucei MetRS, ATP depletion, Kinase-Glo luminescence. inhibition, % at 11.9 µM. 0.4% of 360,000 active. AID 624268;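 active means inhibition above a per-plate cutoff of the control wells' mean inhibition plus 3 SD, cut at about 5.5% in these data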;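 further: 0% = DMSO wells median and 100% = median of wells with control inhibitor compound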
#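 Measured by: Kinase-Glo luciferase luminescence reporting remaining unconsumed ATP. Material: purified T. brucei MetRS enzyme. Doses: 11.9 µM compound single dose, 0.9% DMSO. Medium: HEPES buffer containing pyrophosphatase, BSA, spermine, DTT. Times: 15 min preincubation, 2 h reaction, all 25 °C. Reagent: methionine, ATP and bulk E. coli tRNA.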
# DNMT1 inh: blocks human DNA methyltransferase DNMT1; inhibition (reported as % activation of signal), % at 10 µM; AID 588458; 0.83% of 360,000 active; DNMT1 molecular beacon, Hinp1I cleavage, fluorescence; P26358; in the data active means inhibition above about 50%
# LMPTP block: LMPTP (human) inhibition | recombinant LMPTP-A, OMFP fluorogenic substrate, fluorescence intensity | 0.22% of 360,000 active | AID 651560 | inhibition, % at 20 µM | P24666;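 active means compounds that cut the enzyme signal by at least half of the control window in the single-dose screen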;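 further: plate controls were DMSO wells with enzyme plus substrate for no effect and substrate without enzyme for full effect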
# Target sequence (P24666 whole entry, looked up): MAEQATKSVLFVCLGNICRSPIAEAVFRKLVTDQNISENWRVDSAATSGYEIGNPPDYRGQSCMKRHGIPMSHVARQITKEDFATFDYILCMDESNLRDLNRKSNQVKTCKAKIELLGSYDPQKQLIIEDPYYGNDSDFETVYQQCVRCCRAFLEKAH
#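 Test system – LMPTP-A enzyme · Amount – LMPTP-A at 0.625 nM final in the reaction · Buffer or medium – Bis-Tris pH 6.0, DTT, detergent · Reagent – OMFP 400 µM · Doses – single 20 µM dose · Schedule – reaction 50 min, room temperature, dark · Detection – fluorescence intensity of OMFP turnover product · Evaluation – percent inhibition versus substrate-only and uninhibited controls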
# CSN deneddyl inh: inhibitors of human CSN-mediated cullin deneddylation; Q92905; 0.38% of 360,000 active; AID 651999; inhibition, % at 12.5 µM; Purified CSN, SCF-Nedd8-OG deneddylation, fluorescence polarization;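 active means pattern-corrected inhibition above about 35%, with an unprinted fluorescence ratio check between 0.5 and 1.5, limit read from the data, passing the limit was not always enough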;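 further: 0% = enzyme with substrate and 100% = substrate without enzyme; some results filed as inactive read as strong as hits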
# Target sequence (Q92905 whole entry, looked up, one chain of several): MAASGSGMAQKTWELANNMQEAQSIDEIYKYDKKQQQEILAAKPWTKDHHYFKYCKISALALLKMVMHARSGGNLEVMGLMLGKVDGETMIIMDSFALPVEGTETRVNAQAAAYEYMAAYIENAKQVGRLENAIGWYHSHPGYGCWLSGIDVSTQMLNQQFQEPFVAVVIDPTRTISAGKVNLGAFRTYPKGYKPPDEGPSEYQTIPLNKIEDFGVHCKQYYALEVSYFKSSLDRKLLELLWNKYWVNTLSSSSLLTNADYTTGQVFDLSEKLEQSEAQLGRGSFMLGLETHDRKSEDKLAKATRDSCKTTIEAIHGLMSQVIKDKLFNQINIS
#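 assay system = purified human Csn5 enzyme expressed in HEK293T cells | amount = 0.24 nM enzyme | buffer or medium = Tris/NaCl/DTT buffer, pH 7.5 | reagent = 10 nM SCFSkp2-Nedd8OG | compound = one concentration, 12.5 µM, 0.25% DMSO | times = 90 min reaction at room temperature | signal = FP | read-out basis = % inhibition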
# The depositor's hits bear a star; i = inactive; . = not tested or not shown; + = active, no number.
# Values run as follows: SUMO1-SIM PPI, NadD block, MsrA inhibitor, Scp1 inh, Rpn11 inh, STEP block, Tb MetRS inh, DNMT1 inh, LMPTP block, CSN deneddyl inh
> CC(C)NC(=O)C1(C)CCCCCN1C(=O)c1ccc(-c2ccccc2)cc1 (centres undefined)
→ 4, 2, 0.4, ., i, 0, -0.2, -1, -1.3, 2
> CCOc1ccc(OCC)c(NC(=O)CN2CCN(c3cccc(C)c3C)CC2)c1
→ 0, 10, -0.3, -6, i, 2, 0.3, 5, 4.5, 1
> CC1CCN(c2nc3c(c(=O)n(C)c(=O)n3C)n2CCSc2ncccn2)CC1
→ 1, -3, 0.2, -7, i, -2, -1.4, 6, -1.7, -4
> CNc1nc(NCc2cccc(OC)c2)c2sccc2n1
→ 5, -3, -1.3, ., i, 2, 0.6, 0, 41, 3
> Nc1[nH]c(C(=O)c2ccccc2)c(-c2ccc(Br)cc2)c1C(=O)c1ccc(Br)cc1
→ 7, 24, -1.0, ., ., ., -0.5, ., -0.6, 7
> CC1=CC(=O)C(C(C)C)=C/C1=C(\c1cc(C(C)C)c(OP(=O)(O)O)cc1C)c1ccccc1C(=O)O
→ 6, 3, -0.2, 7, i, 4, -0.7, 11, -1.9, 5
> Cc1nnc(SCCn2c(N3CCCC(C)C3)nc3c2c(=O)[nH]c(=O)n3C)s1 (centres undefined)
→ -1, 4, 1.1, 13, i, -2, -1.9, 1, -0.5, 5
> COc1ccc(N(CCCN2C(=O)c3cccc4cccc(c34)C2=O)C(=O)c2cccnc2)cc1
→ -22, 1, 1.6, 3, i, -1, -0.1, -4, 1.8, -13
> CCCCOP(=O)(OCCCC)C1(NS(=O)(=O)c2ccccc2)C=CC(=O)c2ccccc21 (centres undefined)
→ 1, -7, 0.1, -4, i, 0, -1.5, -3, -0.4, -2
> O=C(CN(C(=O)c1csnn1)c1ccccc1F)NCc1ccc2c(c1)OCO2
→ -2, 6, -0.9, -10, i, 4, 0.4, -1, -1.6, 2
> O=C1CCc2cc(S(=O)(=O)NCCc3ccccc3)cc3c2N1CC3
→ 7, 6, -2.0, -4, i, 2, -0.2, 1, -0.9, 5
> Cc1ccccc1-c1nc(NCCN(C)C)nc2ccsc12
→ -3, 0, 1.9, ., i, 0, -0.2, 0, 0.3, -2
> COc1ccccc1N1CCN(C2CC(=O)N(c3cccc(Cl)c3)C2=O)CC1 (centres undefined)
→ -8, 0, -0.2, -8, i, -8, -1.1, 5, -3.7, 0
> COc1cccc(-c2noc(CCCC(=O)Nc3ccc(C(N)=O)cc3)n2)c1
→ -2, -4, 0.6, -3, i, -1, -0.2, -1, -0.5, -2
> O=C(OCCN1C(=O)c2ccccc2C1=O)c1cc(S(=O)(=O)N2CCOCC2)ccc1F
→ -2, -7, 0.1, -9, i, 0, -0.5, -4, 0.3, -3
> Cc1cccc(N2C(=O)CC(NNc3nc4ccccc4s3)C2=O)c1 (centres undefined)
→ -2, -7, -1.5, -3, i, -3, -0.4, 5, -0.4, -2
> CCCNC(=O)C1(C)CCN1C(=O)C/C=C/c1ccccc1 (centres undefined)
→ -66, 2, -0.7, ., i, 1, -0.6, -4, 4.0, -1
> CCOC(=O)N1CCN(C(=S)NC2CCCCC2)CC1
→ -1, 4, 0.4, -5, i, 0, 0.1, -1, -1.9, -2
> OCCOCCOc1ccc(-c2nn[nH]n2)cc1
→ 1, 2, -0.2, 1, i, 0, -0.3, 0, -1.0, 2
> N#C/C(=C/c1cn(CC(=O)O)c2ccccc12)C(=O)Nc1ccccc1
→ -3, -3, 0.6, -3, i, 4, -0.6, 1, -1.1, -12
> CCCCC(=O)Nc1nnn(CCC)n1
→ 8, -2, 0.7, 21, i, -2, -0.1, -5, -0.9, 0
> O=C(O)C(C1CCCCC1)C1(O)CCCC1 (centres undefined)
→ -1, -1, 3.3, 3, i, 2, -0.3, 0, 1.5, 6
> COc1cc(/C=C2/C(=O)NN(c3ccccc3)C2=O)cc(Br)c1O
→ -39, -3, 3.0, -8, +, 12, -1.5, -5, 3.6, 13
> CCC(OC(=O)c1cc2sccc2n1C)C(=O)NCc1ccco1 (centres undefined)
→ 4, -1, 1.1, -9, i, -1, -0.4, 0, -0.8, 1
> COc1ccc([C@H]2N[C@]3(CCCN(Cc4ccco4)C3=O)[C@H]3C(=O)N(Cc4ccccc4)C(=O)[C@@H]23)cc1
→ -2, 2, -0.5, ., i, -1, 0.6, 4, -2.1, 2
> CC(C)c1nc2cc(C(=O)N(C)C3CCOCC3)ccc2o1
→ -3, -1, 0.2, -2, i, 0, 0.4, -1, -0.4, -4
> CN(Cc1cccc2cnccc12)C(=O)CCc1nnc(CCc2ccccc2)o1
→ 4, 0, 0.9, -5, i, -1, -0.6, -1, -0.6, -1
> CCCCOc1ccc(CN2CCCCC2)cc1
→ 4, 4, -1.1, -3, i, -1, -1.4, 1, 0.9, 2
> CN(C)CCn1c(COc2ccccc2)nc2ccccc21
→ 1, -3, -0.2, -14, i, -3, 0.2, 1, -1.3, -1
> CN(C)C(=O)COc1ccc2cc(-c3ccccc3)c(=O)oc2c1
→ -14, -2, 4.7*, 3, i, -1, 0.4, 1, -0.8, 0
> O=C(Cc1ccsc1)NNC(=O)c1cccc(Cl)c1
→ -2, -3, 0.5, 1, i, 1, -0.2, -3, -0.2, 3
> CC(C)(C)n1nnnc1CN1CCN2CCCC2C1 (centres undefined)
→ 3, 4, -0.5, 3, i, 0, -0.3, 1, -4.9, 7
> Cc1ccc2c(c1)C(=O)CC(c1ccc3c(c1)OCCO3)O2 (centres undefined)
→ 1, -9, 0.0, -19, i, 4, -0.6, 4, 1.5, 0
> CCOC(=O)c1c(/N=C/c2cccc([N+](=O)[O-])c2O)sc(C)c1C
→ -8, 4, 0.6, -14, i, 0, 0.2, -9, 0.7, -23
> COc1ccc(OCC(=O)Nc2ccc(C)cc2)cc1
→ -3, -1, -0.8, -9, i, 1, -0.3, 2, 0.1, -1
> O=C(CSc1nccn1-c1ccccc1)N1CCc2ccccc21
→ 0, 6, 0.1, -9, i, 0, -0.8, 2, 0.1, -1
> CCCCN1C(=O)C(=O)N(CC(=O)c2cc(C)n(C3CC3)c2C)C1=O
→ -12, -2, 1.4, -10, i, -1, 0.0, -1, -0.5, -7
> Cn1nc(-c2ccccc2)cc1NC(=O)c1cccs1
→ -2, 1, 2.0, -8, i, 0, 0.2, 1, -0.9, -5
> O=C1C2=C(CCCC2)C(=O)N1CNc1ccccc1
→ 3, 2, -0.4, -11, i, -3, 0.0, 0, -2.7, 1
> O=c1[nH]c(-c2ccccc2)nc(-c2ccccc2)c1Cl
→ -1, 1, 1.8, -7, i, 2, -0.8, 0, -2.2, -1
> CCOc1ccc(NC(=O)N2CCCC2C(=O)NCC2CCCO2)cc1 (centres undefined)
→ 3, -2, -0.7, 2, i, -3, -0.8, 0, -0.9, 3
> CC1CN(Cc2ccco2)C(=S)N(c2ccccc2)C1=O (centres undefined)
→ 0, 1, 0.6, 3, i, -3, -0.7, 2, 1.6, -1
> O=C(NCC(c1ccc(F)cc1)N1CCOCC1)c1nn(-c2ccccc2)c(=O)c2ccccc12 (centres undefined)
→ -4, -1, 0.0, 3, i, 1, -0.4, -1, 0.8, 0
> Cc1ccc(S(=O)(=O)N2CCC(c3nc4c(nnn4Cc4ccccc4)c(=O)[nH]3)CC2)cc1
→ 6, 11, 0.5, -12, i, 0, 0.4, -4, 1.8, -4
> C/C(=N/NC(=O)Cn1nc2ccccc2n1)c1ccc(F)cc1
→ -1, -5, 0.2, 0, i, 3, 0.0, 0, -1.2, 5
> Cc1cc(C(=O)OCC(=O)NC(C)(C)C)c2ccccc2n1
→ -9, -5, 0.0, -6, i, -2, -1.2, 1, -0.7, -2
> Cc1ccccc1-c1nnc(SCc2ccccc2F)o1
→ -1, 0, 0.8, -10, i, 0, 0.1, -1, 2.3, -6
> O=C(Nc1nn[nH]n1)c1cc(-c2ccc(Cl)c(Cl)c2Cl)nc2ccccc12
→ -5, 7, -0.7, -2, i, 1, -0.8, 1, -1.4, -2
> COc1ccc(N2CCN(CCCn3cnc4c(OC)ncnc43)CC2)cc1
→ -2, 2, -1.9, ., i, 2, -1.2, 4, 0.0, 5
> Clc1ccc(N=C2SCC3CCCCN23)cc1 (centres undefined)
→ 2, -7, -0.1, 4, i, 2, -0.4, 4, 0.1, 6
> COc1cccc(-c2nnc(SCC(=O)N3CC(C)CC(C)C3)o2)c1 (centres undefined)
→ 2, 2, -0.1, 2, i, -1, -1.0, 1, 0.2, 5
> CCCOC(=O)c1c(N)sc2c1CCC2
→ -3, 5, 0.7, -5, i, 1, -0.4, -14, -0.2, 1
> CN(c1ccccc1)S(=O)(=O)c1ccc(C(=O)N2CCN(c3ccccc3)CC2)cc1
→ -4, 3, 0.1, ., i, -2, -0.2, 2, -0.7, -6
> CNC(=S)N(Cc1ccco1)Cc1cc2cc(OC)ccc2[nH]c1=O
→ 2, -6, 2.9, -6, i, 1, -0.4, 0, 0.9, -4
> COCCn1c(SCC(=O)N2CCCc3ccccc32)nc2c(c1=O)SC(C)C2 (centres undefined)
→ -1, -2, 0.9, -5, i, 4, 0.0, 1, 0.4, -1
> CN(C)c1nc(-c2ccccc2)c2cnn(Cc3ccccc3)c2n1
→ 0, 6, 0.8, -5, i, -1, -0.4, -1, 5.1, -1
> COc1ccc(-n2nc(C(=O)NCC(=O)N3CCN(Cc4ccccc4)CC3)c3ccccc3c2=O)cc1
→ -19, -2, 0.5, -2, i, 3, -0.1, -1, -1.3, 0
> O=c1[nH]c(/C=C\c2ccc(O)c(Cl)c2)nc(O)c1[N+](=O)[O-]
→ -9, -2, 4.6*, 0, i, 0, 0.4, 2, -11, 1
> O=C(C1CC(=O)N(c2ccc3c(c2)OCCO3)C1)N1CCN(S(=O)(=O)c2ccc(F)cc2)CC1 (centres undefined)
→ 1, 7, -0.7, -7, i, -2, -0.2, 8, -0.6, 5
> Cc1c(C(=O)Nc2ccc(S(=O)(=O)N3CCOCC3)cc2)cccc1[N+](=O)[O-]
→ -4, 3, 0.6, -6, i, -3, -0.9, 3, -0.5, 0

# Compounds as they come, and some 3.9% of all compounds hit somewhere here.
